TAAR1 agonist = human TAAR1 agonists, primary screen, Fluo-8 calcium fluorescence, CHO RD-HGA16 cells | Trace amine-associated receptor 1 (Homo sapiens), Q96RJ0 | vehicle wells 0%, saturating PEA agonist 100% | activation, % at 3 µM | 360,000 tested, 0.99% active | AID 624467, 2012;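 active means activation above the mean activation of all test compounds in the run plus 3 SD, cut at about 38% in these data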
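Signal – calcium-sensitive Fluo-8 signal, excitation 470-495, emission 515-575 nm · System – RD-HGA16 (CHO) cells co-expressing Gα16 and hTAAR1 · Incubation – 17-24 h seeding, 75 min 37 °C dye, 30 min RT · Compound dosing – 3 µM single concentration · Repeats – no replicates (n 1)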
M4 PAM = human M4 muscarinic receptor positive allosteric modulators, primary screen, CHO-K1 cells, Fluo-8 calcium fluorescence; Muscarinic acetylcholine receptor M4 (Homo sapiens), P08173; CHO-K1 hM4/Gqi5, ACh EC20; 0% = ACh EC20, 100% = maximal ACh; activation, % at 3 µM; 360,000 tested, 0.4% active;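 active means activation above its plate's cutoff, the mean activation of sample wells plus 3 SD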; further: some results filed as inactive read as strong as hits
Target sequence (P08173 whole entry, looked up): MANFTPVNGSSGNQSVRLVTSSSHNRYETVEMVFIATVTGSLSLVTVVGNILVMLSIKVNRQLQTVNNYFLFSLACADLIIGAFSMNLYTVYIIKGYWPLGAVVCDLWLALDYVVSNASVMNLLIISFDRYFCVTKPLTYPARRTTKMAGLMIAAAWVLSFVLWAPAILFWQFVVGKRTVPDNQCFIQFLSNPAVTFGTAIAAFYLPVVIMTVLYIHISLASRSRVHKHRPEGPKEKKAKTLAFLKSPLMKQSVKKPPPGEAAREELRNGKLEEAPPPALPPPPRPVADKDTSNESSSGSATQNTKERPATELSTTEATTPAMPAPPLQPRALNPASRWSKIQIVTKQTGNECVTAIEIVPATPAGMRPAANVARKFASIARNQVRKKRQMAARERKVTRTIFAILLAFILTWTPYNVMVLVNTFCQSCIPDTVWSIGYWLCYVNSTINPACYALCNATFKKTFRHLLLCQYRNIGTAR
CRFBP-R2 block = antagonists of CRF-BP/CRF-R2 complex, primary screen, cell-based, HEK293, calcium dye fluorescence, uHTS; CRF-induced calcium fluorescence; inhibition, % at 11.8 µM; 350,000 tested, 0.59% active; AID 588475, 2011;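 active means inhibition of the ligand-induced calcium signal above about 50% at the single tested concentration, limit read from the data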
CRFR2-BP ag = agonists of CRF-BP/CRF-R2 complex, primary screen, cell-based, HEK293, calcium dye fluorescence, uHTS. activation, % at 13.2 µM. 350,000 tested, 0.46% active. calcium dye fluorescence (FLIPR); percent of saturating CRF peptide response. AID 588473, 2011;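 active means activation of at least 50%, plus an integration ratio under a set limit after plate pattern correction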;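 further: plate controls were neutral control wells without compound for no effect and CRF at EC100 for full effect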
M5 antag = human M5 muscarinic receptor antagonists, primary screen, CHO cells, Fluo-8 calcium fluorescence; Muscarinic acetylcholine receptor M5 (Homo sapiens), P08912; CHO-hM5 cells, ACh EC80; inhibition, % at 3 µM; 360,000 tested, 0.59% active; AID 624040, 2012;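 active means inhibition above a per-plate cutoff, the mean of that plate's test compounds plus 3 SD, cut at about 27% in these data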;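 further: 0% = acetylcholine EC80 with DMSO and 100% = DMSO without agonist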
Target sequence (P08912 whole entry, looked up): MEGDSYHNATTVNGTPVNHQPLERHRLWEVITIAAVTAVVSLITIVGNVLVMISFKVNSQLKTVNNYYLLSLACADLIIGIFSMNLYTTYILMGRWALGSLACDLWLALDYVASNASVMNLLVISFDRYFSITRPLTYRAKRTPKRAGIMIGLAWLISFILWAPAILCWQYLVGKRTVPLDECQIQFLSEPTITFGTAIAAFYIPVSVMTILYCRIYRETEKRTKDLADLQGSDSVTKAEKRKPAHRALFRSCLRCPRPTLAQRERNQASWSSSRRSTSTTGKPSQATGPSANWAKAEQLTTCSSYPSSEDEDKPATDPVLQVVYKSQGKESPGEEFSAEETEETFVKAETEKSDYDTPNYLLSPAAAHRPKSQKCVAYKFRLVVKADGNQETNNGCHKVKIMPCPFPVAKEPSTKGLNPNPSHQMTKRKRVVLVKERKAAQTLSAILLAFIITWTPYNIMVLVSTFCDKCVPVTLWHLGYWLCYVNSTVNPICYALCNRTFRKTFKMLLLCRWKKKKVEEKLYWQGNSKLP
CHRM5 PAM = human M5 muscarinic receptor positive allosteric modulators, primary screen, CHO-K1 cells, Fluo-8 calcium fluorescence; Muscarinic acetylcholine receptor M5 (Homo sapiens), P08912; CHO-K1 hM5, ACh EC20 PAM; 0% = ACh EC20, 100% = ACh EC100; activation, % at 3 µM; 360,000 tested, 0.3% active;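 active means activation above the run cutoff, the mean activation of all test compounds plus 3 SD, cut at about 18% in these data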
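Assay system – human M5 receptor in CHO-K1 cells · Read-out – % activation, ACh-normalized · Technique – Fluo-8 calcium fluorescence · Dosing – single-point, 3 µM nominal · Incubation – Fluo-8 loading 80 min at 37 °C plus 30 min room temperature · Repeats – singlicate, one well per test compound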
CHO-K1 Ca PAM = nonselective calcium activators in parental CHO-K1 cells, primary screen, counter-screen for M1 PAM project, cell-based, Fluo-8 calcium fluorescence, full deck, 1536-well; ATP EC20; 0% at ATP EC20, 100% at ATP max; activation, % at 3 µM; 360,000 tested, 0.02% active;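 active means activation above the run cutoff, the mean activation of all test compounds plus 3 SD, cut at about 40% in these data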;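 further: peak over basal fluorescence ratio in a 140 s read after ATP addition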
TAAR1 antag = human TAAR1 antagonists, primary screen, Fluo-8 calcium fluorescence, CHO RD-HGA16 cells | Trace amine-associated receptor 1 (Homo sapiens), Q96RJ0 | antagonist | inhibition, % at 3 µM | 360,000 tested, 1.5% active | AID 624466, 2012;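 active means inhibition above a per-plate cutoff, the mean inhibition of test compounds on that plate plus 3 SD, cut at about 49% in these data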;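 further: 0% = DMSO plus EC80 beta-PEA response and 100% = DMSO alone without agonist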
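Assay system: RD-HGA16 CHO cells with stable hTAAR1 and Gα16 / Reagent: EC80 β-phenethylamine stimulus / Doses: 3 µM, single point / Timing: dye loading 75 min at 37 °C, then 30 min room temperature / Measured by: Fluo-8 intracellular calcium dye fluorescence, real-time kinetic reads / Controls: vehicle wells and EC80 agonist wells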
M5 ag = human M5 muscarinic receptor agonists, primary screen, CHO-K1 cells, Fluo-8 calcium fluorescence | Muscarinic acetylcholine receptor M5 (Homo sapiens), P08912 | CHO-K1 hM5 cells; 0% DMSO wells, 100% maximal acetylcholine response | activation, % at 3 µM | 360,000 tested, 0.19% active | AID 624037, 2012;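 active means activation above the run's mean over test compounds plus 3 SD, cut at about 23% in these data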;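 further: signal is peak over basal fluorescence ratio across the kinetic read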
Active calls of the source: *; nt = not tested or not shown. Outcome played no part in choosing rows; overall some 4.2% were active at least once.

#	structure	TAAR1 agonist	M4 PAM	CRFBP-R2 block	CRFR2-BP ag	M5 antag
1	O=C(c1ccccc1)N(Cc1ccccc1)c1ccccn1	5	-4	-8	-5.4	-3
2	COc1ccc(C2C(C#N)=C(N)Oc3cc(C)n(Cc4ccncc4)c(=O)c32)cc1 (stereo unspecified)	6	5	-2	1.3	-2
3	O=S(=O)(c1cccc(Cl)c1)N1CCN(S(=O)(=O)c2ccc3c(c2)OCCO3)CC1	4	-1	2	4.2	7
4	N=c1c(S(=O)(=O)c2ccc(Br)cc2)cc2c(=O)n3ccccc3nc2n1Cc1ccccc1	0	6	-26	27	-5
5	CCC(CC)C(=O)N=C1SC2CS(=O)(=O)CC2N1CCc1ccc(OC)cc1 (stereo unspecified)	1	2	-9	-1.8	-1
6	Cc1ccc(C(=O)OCC(=O)NCc2cc(C)c(O)c(C)c2)cc1S(=O)(=O)N1CCCCC1	21	-1	7	0.5	8
7	CSc1ccc(/C=C/C(=O)N2CCCN(C)CC2)cc1	9	0	-6	1.9	4
8	CC(C)(C)OC(=O)NCCCC[C@H](NC(=O)c1nc[nH]c1C(=O)N1CCN(c2ccccc2)CC1)C(=O)OC(C)(C)C	15	-9	23	12	1
9	CCOc1ncccc1C(=O)OCC(=O)Nc1cc(S(=O)(=O)N2CCOCC2)ccc1C	3	2	-10	1.1	8
10	COc1ccc(/C=N\Nc2ccc([N+](=O)[O-])cc2)c(C(=O)O)c1OC	1	-1	1	4.7	-8
11	O=C(CNc1cc(S(=O)(=O)N2CCOCC2)ccc1N1CCCC1)Nc1ccc(Cl)cc1	1	-5	14	-0.6	7
12	Cc1ccc(NC(=O)CN(C)C(=O)c2cccc(S(=O)(=O)NCc3ccco3)c2)cc1	4	1	2	0.5	7

#	CHRM5 PAM	CHO-K1 Ca PAM	TAAR1 antag	M5 ag
1	2	29	12	-1
2	3	27	-6	1
3	1	2	-22	0
4	-3	7	-17	-2
5	-5	-10	1	1
6	-14	1	14	5
7	4	-8	3	-4
8	-3	-22	33	-2
9	-3	9	-9	0
10	4	12	-11	-3
11	-2	-3	-23	-4
12	10	12	1	-1

Carrying on.
#	structure	TAAR1 agonist	M4 PAM	CRFBP-R2 block	CRFR2-BP ag	M5 antag
13	CC(C)Nc1cc(C(F)(F)F)nc(-c2ccccn2)n1	0	2	-5	1.0	-5
14	CN(c1ccc(OCC(=O)Nc2ccc(S(N)(=O)=O)cc2)cc1)S(=O)(=O)c1ccc(F)cc1	5	-4	-9	-1.0	-9
15	c1ccc(CCc2nn3c(-c4ccncc4)nnc3s2)cc1	3	-5	3	-0.6	-1
16	CCN(CC(=O)Nc1c(F)cccc1F)C(=O)Cc1ccsc1	-2	8	12	0.1	1
17	NC(=O)c1c(NC(=O)CN2C(=O)NC(Cc3ccccc3)C2=O)sc2c1CCC2 (stereo unspecified)	9	9	-9	-1.2	0
18	Brc1ccccc1-c1cnco1	1	3	3	-2.3	0
19	Cc1nn(C(C)C(=O)NCc2ccco2)c(C)c1[N+](=O)[O-] (stereo unspecified)	0	-3	-7	-0.3	-1
20	Nc1ncnc2c1ncn2[C@@H]1O[C@H](C(=O)NS(=O)(=O)c2cccc(F)c2)[C@@H](O)[C@H]1O	4	-1	nt	nt	6
21	Nc1nc(SCC(=O)N2CCCc3ccccc32)n(-c2ccccc2)n1	0	0	-3	-0.7	-1
22	COc1ccc(C(=O)OCC(=O)NCCc2ccc(F)cc2)cc1S(=O)(=O)N1CCOCC1	1	5	4	-1.6	17
23	O=C(NC(Nc1nc2ccc([N+](=O)[O-])cc2s1)(C(F)(F)F)C(F)(F)F)c1ccccc1	16	-1	56*	70*	21
24	Cc1ccc(N=C/C(C(=O)C(F)(F)F)=C(\O)c2ccco2)cc1Cl	8	-2	-28	-0.6	-7

#	CHRM5 PAM	CHO-K1 Ca PAM	TAAR1 antag	M5 ag
13	3	5	-2	-1
14	-12	6	37	5
15	-3	14	-9	2
16	1	22	1	2
17	3	-9	-5	-1
18	4	-12	-18	0
19	6	15	-14	0
20	-2	3	-11	0
21	-5	16	-4	2
22	2	-6	-6	-2
23	-14	14	8	12
24	-6	-3	-3	-3

Remaining list, next part.
#	structure	TAAR1 agonist	M4 PAM	CRFBP-R2 block	CRFR2-BP ag	M5 antag
25	Cc1c(NC(=O)COC(=O)Cc2ccc(F)cc2)c(=O)n(-c2ccccc2)n1C	2	2	-10	-2.3	-4
26	O=C(CNC(=O)c1ccc2c(c1)OCCO2)N/N=C/c1ccc(Cl)cc1	15	1	6	-2.7	-4
27	CCOC(=O)C(=O)N1CCN(CC)CC1	1	9	17	8.0	-5
28	CC1CC1c1ccc(/C=C(\C#N)C(=O)Nc2ccccc2Cl)o1 (stereo unspecified)	2	3	-35	17	-1
29	CCCC1=C(C(=O)OCC)C(c2cc(Cl)cc(OC)c2OCC(=O)OCC)NC(=O)N1 (stereo unspecified)	10	4	-16	0.8	-6
30	NS(=O)(=O)c1ccc(Nc2nc(-c3ccc4ccccc4c3)cs2)cc1	0	6	7	-1.8	4
31	COc1cc(C(=S)N2CCCC2)ccc1OCC(N)=O	0	1	3	0.2	-3
32	Cc1ccc(Nc2nc(C(=O)N3CCC(C(=O)N4CCN(C)CC4)CC3)cs2)cc1	3	13	-14	-0.9	-7
33	COc1cccc2cc(C(=O)C3=C(O)C(=O)N(CCN4CCOCC4)C3c3ccc(C(C)(C)C)cc3)oc12 (stereo unspecified)	-1	4	-7	1.8	-20
34	CC1CN(c2nc3ccccc3nc2SCC(=O)Nc2cccc(C(F)(F)F)c2)CC(C)O1 (stereo unspecified)	-1	1	3	2.3	1
35	S=c1[nH]nc(C2COc3ccccc3O2)o1 (stereo unspecified)	4	10	30	2.2	-7
36	O=S(=O)(c1cnccc1N1CCN(/N=C/c2ccccc2)CC1)N1CCCCC1	3	6	-17	-0.1	-3

#	CHRM5 PAM	CHO-K1 Ca PAM	TAAR1 antag	M5 ag
25	10	-2	-12	-3
26	-1	24	-9	-3
27	2	29	-7	-1
28	0	11	2	-4
29	1	16	4	1
30	8	6	2	20
31	-2	13	1	-5
32	9	25	7	0
33	15	15	-10	1
34	-7	11	-19	2
35	11	3	-7	-2
36	3	13	0	-6

Further entries
#	structure	TAAR1 agonist	M4 PAM	CRFBP-R2 block	CRFR2-BP ag	M5 antag
37	Cc1csc(CN(C)C(=O)C2CCC(=O)N(Cc3ccc(Cl)cc3)C2)n1 (stereo unspecified)	0	-2	-2	1.1	2
38	FC(F)(F)c1cccnc1Oc1ccc(C2=NCCS2)cc1	84*	3	-35	17	-1
39	O=C(O)c1cn(-c2ccccc2)nc1-c1ccc(F)cc1	3	7	3	0.9	9
40	COc1ccc(NC(=O)C2CCCN(S(=O)(=O)c3c(C)n[nH]c3C)C2)c(OC)c1 (stereo unspecified)	6	0	-1	-2.2	-2
41	CN(c1ccccc1C(=O)Nc1ccc(S(=O)(=O)N2CCCC2)cc1)S(C)(=O)=O	4	2	10	0.8	7
42	Cn1c(=O)c(=O)n(C)c2cc(S(=O)(=O)NCCc3ccccc3)ccc21	82*	0	-3	0.4	7
43	Cc1nnc(SCC(=O)Nc2ccc3c(c2)OCO3)o1	1	1	-2	-0.3	3
44	O=C(Nc1ccc(Oc2ccc(S(=O)(=O)N3CCOCC3)cn2)cc1)c1ccco1	4	0	19	-0.7	6
45	Nn1c(SCC(=O)Nc2ccc3c(c2)OCO3)nnc1C(F)(F)F	9	-3	-6	0.9	4
46	CN(C)S(=O)(=O)c1ccc(Cl)c(C(=O)OCC(=O)NNC(=O)c2cccs2)c1	1	2	4	0.1	5
47	O=C(Nc1nc2ccccc2[nH]1)c1ccc(Cl)c([N+](=O)[O-])c1	4	-2	3	-0.1	2
48	Cn1nc(-c2ccccc2)c(-c2nc(-c3cccc(Cl)c3)no2)c1Cl	5	2	-7	12	-4

#	CHRM5 PAM	CHO-K1 Ca PAM	TAAR1 antag	M5 ag
37	-4	-7	-1	-3
38	1	22	57*	-1
39	-5	23	5	-5
40	-8	-1	-7	-2
41	-4	6	16	-2
42	-3	16	48	-1
43	7	6	-1	-6
44	2	16	-2	-1
45	-2	7	-6	1
46	-7	7	25	3
47	3	7	-12	1
48	-2	-1	0	2

Structures from the list above that contain a tert-butyl group:
#	structure	TAAR1 agonist	M4 PAM	CRFBP-R2 block	CRFR2-BP ag	M5 antag
8	CC(C)(C)OC(=O)NCCCC[C@H](NC(=O)c1nc[nH]c1C(=O)N1CCN(c2ccccc2)CC1)C(=O)OC(C)(C)C	15	-9	23	12	1
33	COc1cccc2cc(C(=O)C3=C(O)C(=O)N(CCN4CCOCC4)C3c3ccc(C(C)(C)C)cc3)oc12 (stereo unspecified)	-1	4	-7	1.8	-20

#	CHRM5 PAM	CHO-K1 Ca PAM	TAAR1 antag	M5 ag
8	-3	-22	33	-2
33	15	15	-10	1

The listing picks up with the four entries that preceded the break.
#	structure	TAAR1 agonist	M4 PAM	CRFBP-R2 block	CRFR2-BP ag	M5 antag
45	Nn1c(SCC(=O)Nc2ccc3c(c2)OCO3)nnc1C(F)(F)F	9	-3	-6	0.9	4
46	CN(C)S(=O)(=O)c1ccc(Cl)c(C(=O)OCC(=O)NNC(=O)c2cccs2)c1	1	2	4	0.1	5
47	O=C(Nc1nc2ccccc2[nH]1)c1ccc(Cl)c([N+](=O)[O-])c1	4	-2	3	-0.1	2
48	Cn1nc(-c2ccccc2)c(-c2nc(-c3cccc(Cl)c3)no2)c1Cl	5	2	-7	12	-4
49	COc1cccc(C(=O)Nc2cc(S(=O)(=O)N3CCCCC3)ccc2OC)c1	0	-14	-5	-0.3	8
50	NC(=NC(=O)c1ccccc1)N1CCN(C(c2ccccc2)c2ccccc2)CC1	0	-3	-7	0.1	4
51	CC(=O)c1sc(NC(=O)CCCOc2ccccc2C)nc1C	-1	3	-8	-2.2	-1
52	O=C(O)C1Sc2[nH]c(=O)sc2C2c3ccc(O)cc3OC(=O)C12 (stereo unspecified)	7	8	-23	43	1

#	CHRM5 PAM	CHO-K1 Ca PAM	TAAR1 antag	M5 ag
45	-2	7	-6	1
46	-7	7	25	3
47	3	7	-12	1
48	-2	-1	0	2
49	-12	5	-16	-7
50	2	6	-19	-4
51	10	8	10	1
52	10	10	-5	7

Source: PubChem BioAssay
